proKLK7 act = activators of human kallikrein-7 zymogen; P49862; purified proKLK7, EDANS-DABCYL substrate fluorescence; 100% is mature enzyme control, 0% vehicle; activation, % at 7 µM; hit rate 0.9% among 370,000; AID 652039;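 active means activation above the mean of all tested compounds plus 3 SD, computed per campaign excluding outliers beyond control limits, cut at about 13% in these data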
hgDAF12 agonist = agonists of H. glycines DAF-12 nuclear receptor; hit rate 1.8% among 370,000; AID 687014; activation, % at 6.8 µM; HEK293 GAL4-hgDAF12 UAS-luciferase reporter, agonist luminescence; normalized to butyrate control;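 active means activation above a cutoff set at the mean of all screened compounds plus 3 SD, cut at about 10% in these data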;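 further: 0% = DMSO wells and 100% = sodium butyrate wells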
GC-B act = GC-B (human) receptor activation; P20594; HEK293-GC-B cells, CNP EC30, cGMP TR-FRET; 0% at EC30 CNP, 100% saturating CNP; activation, % at 10 µM; hit rate 0.11% among 370,000;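 active means activation at 10 µM reaching about 35% in either raw or pattern-adjusted values, limit read from the data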
Target sequence (P20594 whole entry, looked up): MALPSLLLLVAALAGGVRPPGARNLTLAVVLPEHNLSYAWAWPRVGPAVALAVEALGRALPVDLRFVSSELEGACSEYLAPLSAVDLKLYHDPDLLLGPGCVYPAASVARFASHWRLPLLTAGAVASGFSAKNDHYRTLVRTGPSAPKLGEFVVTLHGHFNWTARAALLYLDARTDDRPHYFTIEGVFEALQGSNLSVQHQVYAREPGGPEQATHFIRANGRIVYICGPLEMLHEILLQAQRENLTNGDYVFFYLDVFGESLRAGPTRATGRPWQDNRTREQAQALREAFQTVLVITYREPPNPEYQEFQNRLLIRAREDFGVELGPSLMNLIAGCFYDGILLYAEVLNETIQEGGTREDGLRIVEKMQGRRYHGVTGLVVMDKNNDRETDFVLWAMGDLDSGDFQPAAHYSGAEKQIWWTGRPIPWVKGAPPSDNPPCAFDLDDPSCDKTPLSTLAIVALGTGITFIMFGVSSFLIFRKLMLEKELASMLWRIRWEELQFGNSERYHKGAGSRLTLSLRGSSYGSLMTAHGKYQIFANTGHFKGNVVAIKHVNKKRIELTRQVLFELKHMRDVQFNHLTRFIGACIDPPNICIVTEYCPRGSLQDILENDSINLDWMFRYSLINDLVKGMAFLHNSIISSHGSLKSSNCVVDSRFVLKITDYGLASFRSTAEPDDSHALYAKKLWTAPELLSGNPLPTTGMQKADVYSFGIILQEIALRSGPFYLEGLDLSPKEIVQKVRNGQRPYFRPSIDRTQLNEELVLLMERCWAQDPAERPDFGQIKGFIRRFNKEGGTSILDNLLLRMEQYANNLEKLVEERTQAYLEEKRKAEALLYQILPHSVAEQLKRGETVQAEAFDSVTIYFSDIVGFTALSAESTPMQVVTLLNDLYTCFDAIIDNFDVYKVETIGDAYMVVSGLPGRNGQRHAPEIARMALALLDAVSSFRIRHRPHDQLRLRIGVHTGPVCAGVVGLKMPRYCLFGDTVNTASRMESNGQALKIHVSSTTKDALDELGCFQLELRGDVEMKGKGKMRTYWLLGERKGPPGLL
DAX1 inh-1 = DAX1 (NR0B1) inhibition, primary screen; HEK293T StAR-luciferase reporter, SF-1/DAX-1 repression relief; inhibition, % at 6.8 µM; hit rate 1.1% among 370,000; AID 652010;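 active means inhibition above the mean over all tested compounds plus 3 SD, cut at about 3.6% in these data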;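 further: 0% = DAX-1 cells with DMSO and 100% = cells lacking DAX-1 with DMSO; higher inhibition means more luminescence from relief of DAX-1 repression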
HGIII-sPLA2 inh = Inhibits HGIII-sPLA2 liposome hydrolysis, primary screen. Q9NZ20. QFRET BODIPY PC-A2 liposome hydrolysis, fluorescence. inhibition, % at 12.2 µM. hit rate 0.56% among 370,000;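 active means inhibition above mean plus 3 SD of compounds lying within the high and low control bounds, cut at about 19% in these data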;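 further: 0% = median of test compound wells and 100% = no enzyme DMSO wells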
SMARCA2 activ = activators of SMARCA2 function; MG213 cells, MMTV-luciferase reporter, dexamethasone, overnight; activation, % at 9.1 µM; hit rate 1% among 370,000; in the data active means activation above about 7.8%;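 further: 0% = vehicle wells and 100% = reference activator wells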
DAX1 inh-2 = NR0B1 (DAX1) inhibition. P51843. HEK293 Gal4-DAX1 luciferase reporter, luminescence. inhibition, % at 6.75 µM. hit rate 0.99% among 340,000. AID 504766;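 active means inhibition above the mean over all tested compounds plus 3 SD, cut at about 4.2% in these data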;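 further: 0% = DAX1-transfected cells with DMSO and 100% = empty-vector control cells with DMSO; inhibition shows as a rise in luminescence from relieved DAX1 repression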
NPR1 activator = GC-A (human) enzyme activation; P16066; HEK293 GC-A cells, cGMP TR-FRET, EC30 ANP; 0% at EC30 ANP, 100% saturating ANP; activation, % at 10 µM; hit rate 0.14% among 370,000; AID 1671463; in the data active means activation above about 40%
hcDAF12 agonist = H. contortus DAF-12 activation, primary screen | activation, % at 6.8 µM | AID 652067 | hit rate 1.4% among 370,000 | HEK293 hcDAF-12 lit1-tk-luc reporter, luminescence; 0% DMSO, 100% Δ7-dafachronic acid;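 active means activation above the mean of all tested compounds plus 3 SD, cut at about 5.5% in these data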;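 further: 100% = response to 3 µM Δ7-dafachronic acid high control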
ssDAF-12 act = activates DAF-12 receptor from parasite S. stercoralis. hit rate 1% among 370,000. AID 652126. activation, % at 6.8 µM. HEK293 ssDAF-12/GRIP1 lit1-tk-luc reporter, luminescence; % of 3 µM dafachronic acid response;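 active means activation above the mean over all tested compounds plus 3 SD, cut at about 0.9% in these data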;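 further: 0% = DMSO-only wells and 100% = 3 µM delta7-dafachronic acid wells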
FXN GAA850 act = activators of GAA850 frataxin (FXN) promoter; activation, % at 6 µM; hit rate 0.56% among 360,000; HEK293 lucGAA850 FXN promoter luciferase reporter, 24 h; percent of 10 µM SAHA response;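 active means activation above the average of all compounds screened plus 3 SD, cutoff fixed separately per campaign, cut at about 7.5% in these data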;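 further: 0% = DMSO wells and 100% = 10 µM SAHA wells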
* marks the source's active call; other numbers are inactive results; . = no result given.

SMILES | proKLK7 act | hgDAF12 agonist | GC-B act | DAX1 inh-1 | HGIII-sPLA2 inh | SMARCA2 activ | DAX1 inh-2 | NPR1 activator | hcDAF12 agonist | ssDAF-12 act | FXN GAA850 act
CCCNC(=S)N1CCC(C(=O)c2ccc(F)cc2)CC1 | 0.2 | -1.3 | 0 | 0.0 | 13 | 3 | 0.0 | -1 | -2.8 | -1.0 | 0.2
O=C(Cc1c(O)c2ccccc2[nH]c1=O)NC1CCCCCCC1 | 4.0 | 2.7 | -7 | 0.0 | 1 | -2 | -0.8 | 4 | 1.8 | -0.4 | -0.3
O=C1c2cccnc2C(Nc2ccccc2)N1Cc1ccco1 (configuration not stated) | -0.3 | 1.5 | 3 | 0.1 | 0 | 0 | 1.4 | -3 | 1.8 | 0.0 | 1.7
COc1cc(C2N(c3ccccn3)C(=O)C3CCCN32)cc(OC)c1OC (configuration not stated) | 0.0 | -2.0 | 0 | -0.1 | 6 | 4 | -0.7 | 1 | -1.9 | -1.0 | -0.4
COc1ccc(CNC(=O)COc2ccc(S(=O)(=O)N3CCCCC3)cc2Cl)cc1 | 0.2 | 0.8 | -1 | -0.7 | -2 | -2 | -0.6 | -2 | -0.7 | 0.1 | 0.6
C[C@@H]1COc2cc(N3CCCC3)ccc2S(=O)(=O)N1C | -0.2 | -1.0 | 6 | -0.3 | 10 | -1 | . | 5 | 2.4 | -0.8 | .
Cc1c(CC(=O)O)c(=O)oc2cc(OCc3ccc(Cl)cc3)ccc12 | 5.6 | 0.5 | -1 | 0.1 | -15 | -1 | -0.2 | -2 | -0.5 | -0.8 | 1.5
CCOC(=O)c1nc2cc3n(c(C)c-2c1C)C(C)C(CC)=C3C (configuration not stated) | 7.0 | 2.0 | -2 | 0.6 | 0 | 1 | -1.7 | 8 | -1.3 | -1.1 | -2.0
COc1ccc(CNC(=O)C2CCCN2C)cc1OC (configuration not stated) | -0.2 | 5.3 | 1 | -0.2 | 5 | -5 | 1.4 | 1 | -2.1 | -0.2 | 1.1
O=C(COc1ccccc1Cl)Nc1ccc2c(c1)C(=O)NC2=O | -1.1 | 3.6 | 3 | 3.1 | -2 | 1 | -0.3 | 7 | 0.0 | -0.8 | 1.9
CCOC(=O)CSc1nnc(NC(=O)c2cccc([N+](=O)[O-])c2C)s1 | 0.0 | 1.4 | -5 | 0.1 | 4 | -3 | -0.4 | -2 | -1.2 | -1.0 | 1.0
COCC(=O)O[C@]1(CCN(C)CCCc2nc3ccccc3[nH]2)CCc2cc(F)ccc2[C@@H]1C(C)C | 0.0 | 0.2 | -13 | 0.0 | -34 | -1 | 0.0 | -25 | 0.2 | -0.8 | -9.6
CN1C(C)(C)CC(O)(C(=O)O)CC1(C)C | -0.1 | 2.4 | -1 | 0.0 | 8 | -3 | . | -1 | -0.8 | -1.4 | .
OC(c1ccc(Cl)c(F)c1)c1ncc(-c2cccc3ccccc23)[nH]1 (configuration not stated) | -0.5 | 1.8 | -4 | -2.9 | -6 | -4 | . | -2 | -1.3 | -0.5 | 3.6
Cc1ccc(CNC(=O)CCCCCNc2nc(=S)[nH]c3ccccc23)cc1 | -0.1 | 1.3 | 0 | 0.7 | 6 | 5 | . | 0 | 0.1 | -0.7 | .
COc1ccc2c(c1OC)C(=O)N(c1ccccn1)C2 | -0.6 | 13* | -3 | 2.0 | 8 | 6 | 0.5 | 3 | 5.8* | 1.3* | 4.0
Cc1nn(CC(=O)Nc2ccc3c(c2)nc2n3CCN(C3CCCCC3)C2)c(=O)c2ccccc12 | -4.4 | 1.4 | -3 | -0.6 | -2 | -1 | -0.1 | 3 | -0.5 | -0.7 | 0.1
N#Cc1ccccc1Oc1ccc(S(=O)(=O)N2CCCCC2)cn1 | -0.2 | -0.1 | -2 | 0.8 | -4 | 0 | -0.7 | 2 | 0.2 | -1.0 | 2.9
COc1ccc([C@H]2CC(=O)C=C(c3cccc(CO)c3)C2)cc1 | 0.7 | -0.6 | 3 | -0.4 | -2 | 0 | 1.5 | 0 | -2.2 | -1.3 | -0.3
CCN(CC)c1ccc(C(=O)N2CCN(Cc3ccccc3)CC2)cc1 | 0.3 | -1.8 | -1 | 0.5 | 2 | -6 | 0.4 | 1 | 0.9 | -1.0 | 0.3
CN(C(=O)CSc1nc(-c2ccccc2)cn1N)C(c1ccccc1)c1ccccc1 | -0.3 | 1.6 | -17 | -1.6 | -5 | -1 | -1.0 | -28 | -1.6 | -2.0 | -2.2
O=C(CCc1ccccc1)NNC(=O)c1ccc(Br)cc1 | -0.4 | -1.8 | -2 | -0.1 | -6 | 1 | 1.3 | 4 | -1.9 | -1.1 | 2.5
Nc1ccc(S(=O)(=O)NCC(=O)OC2CCOC2=O)cc1[N+](=O)[O-] (configuration not stated) | 0.0 | -1.2 | 0 | -0.2 | 3 | -1 | 3.2 | -2 | 2.6 | -0.5 | 1.4
Cn1cnnc1Sc1nc([N+](=O)[O-])nn1C | -0.2 | 2.8 | 6 | -0.4 | -3 | 2 | -1.1 | -2 | -3.1 | -0.8 | 2.8
CCc1ccc(/C=C2\Oc3c(ccc(O)c3CN3CCN(CCO)CC3)C2=O)cc1 | 28* | -1.8 | -2 | 0.6 | -23 | 0 | -0.7 | 6 | -0.4 | -1.5 | -1.8
CCc1c(-c2ccccc2)ncn1Cc1cccc(-c2ccccc2)c1 | 0.9 | -1.7 | 7 | -4.0 | -19 | -11 | . | -7 | -2.4 | -2.0 | .
COC(=O)Cc1[nH]n(-c2ccccc2)c(=O)c1C(C)=Nc1ccccc1 | -0.6 | -0.8 | 3 | -0.1 | -1 | 0 | -0.2 | -1 | 0.2 | -1.0 | 0.6
COc1cccc2c(=O)ccoc12 | 1.8 | 0.0 | 3 | 0.2 | 4 | -3 | 1.2 | 1 | 2.3 | -0.2 | -1.8
COc1ccc(-c2nn(-c3ccccc3)cc2CN(C)CCn2ccnc2C)c(F)c1 | -0.2 | 1.7 | -6 | 0.1 | 0 | 3 | 0.1 | -2 | 0.7 | -0.8 | 2.9
O=C(c1cccs1)N1CCN(Cc2cccc([N+](=O)[O-])c2)CC1 | 0.2 | -5.4 | 2 | -0.2 | 1 | -2 | -0.9 | 3 | -2.8 | -1.0 | 1.1
Cc1cnc(NC(=O)CC2CCCC2)s1 | 1.0 | 11* | -4 | 2.6 | 1 | 2 | 4.2 | -1 | 3.2 | -0.9 | 2.3
O=C(CCN1C(=O)c2ccccc2S1(=O)=O)Nc1cccc(F)c1 | -0.1 | 1.6 | -3 | 0.2 | -1 | -2 | -0.5 | -1 | -1.0 | -1.1 | -0.1
CC1CCN(C(=S)c2cn(Cc3ccc(F)cc3)c3ccccc23)CC1 | -0.5 | 1.3 | -2 | -0.6 | 10 | -2 | 0.6 | -2 | 0.1 | -0.9 | 0.8
C[C@H](NCCc1ccc(O)cc1)[C@H](O)c1ccc(O)cc1 | 0.2 | 0.9 | 2 | 0.6 | -6 | -2 | 1.0 | 5 | -2.5 | -1.5 | 2.0
COc1cc(NC(=O)CSc2nnnn2C2CCCC2)cc(OC)c1 | -0.6 | -1.4 | -3 | 0.7 | 11 | 3 | -0.5 | -7 | -1.5 | -0.8 | -0.6
CC(=O)N1N=C(c2ccc(C)o2)CC1c1cccc(F)c1 (configuration not stated) | -0.3 | 1.7 | 1 | 0.3 | 0 | 0 | 1.2 | -4 | -1.7 | -0.7 | 0.3
CN1CCc2c1nc1ccccc1c2N=C1CCCN1Cc1ccccc1 | -0.6 | -1.1 | -16 | 0.0 | -6 | -2 | -1.0 | -41 | 0.5 | -0.9 | -1.4
O=C(CSc1ccc(-c2cccnc2)nn1)Nc1ccc(F)c(F)c1 | -0.6 | -3.1 | -4 | -4.9 | -3 | -2 | -1.3 | 1 | -2.9 | -1.4 | 0.6
CN(C)N1C(N)=C(C#N)C(c2ccsc2)C2=C1CC(C)(C)CC2=O (configuration not stated) | 0.0 | 1.5 | -5 | 0.8 | 4 | -3 | 0.0 | 3 | -3.1 | -0.8 | 1.3
NC(=O)NC(=O)CSc1ccccc1 | -0.2 | 2.2 | 7 | 0.6 | 3 | 1 | -0.6 | -3 | -1.2 | -1.4 | 0.0
COc1ccc(NC(=O)c2csc(Cc3ccccc3)n2)cc1 | 0.1 | 5.5 | -3 | 0.6 | 4 | 6 | -0.8 | -1 | -2.1 | -1.0 | 3.1
CCCC(C)NC(=O)Cc1ccc(S(=O)(=O)N2CCOCC2)s1 (configuration not stated) | 0.8 | 1.4 | 1 | -0.2 | 2 | -2 | -0.4 | -2 | -1.1 | -0.3 | -2.1
O=C(NCCCn1ccnc1)/C(=C/c1ccc(Cl)cc1)NC(=O)c1ccccc1 | 0.3 | 1.2 | -5 | 0.2 | -1 | -1 | -0.4 | -1 | -1.7 | -0.4 | 0.9
CC(C)CNC(=O)C1CCN(c2ccc(S(=O)(=O)N3CCOCC3)cc2[N+](=O)[O-])CC1 | 0.0 | 2.7 | 1 | -0.3 | 0 | -2 | -0.1 | -3 | -1.2 | -0.3 | -0.5
O=C(NCC1COCCO1)C1CCN(S(=O)(=O)c2ccc(Br)s2)CC1 (configuration not stated) | -0.2 | -1.2 | -4 | -0.9 | 4 | -3 | . | 6 | -2.4 | -1.3 | .
O=C(O)CN1C(=O)CSC1=S | 0.2 | -0.8 | -2 | -0.6 | 1 | -2 | 0.1 | 3 | -0.6 | 0.1 | 1.6
Cc1ccc(NC(=O)C2(N(C(=O)Cn3nnnc3N)c3ccc(C)cc3)CCCCC2)cc1 | 0.1 | 1.1 | -3 | -0.1 | -38 | -3 | -0.9 | 1 | -1.0 | -0.7 | -0.7
CC1CCCC(C)N1C(=O)COC(=O)COc1ccc(C#N)cc1 (configuration not stated) | 0.5 | -1.3 | -1 | 2.2 | -5 | -3 | -0.1 | -5 | -0.2 | -1.3 | -0.5
COc1cccc(CNc2nc3ccccc3n2C)c1O | -0.3 | 15* | 1 | 2.4 | -3 | 9.5* | 4.2 | -5 | 5.3 | 1.8* | 5.2
Cn1c(COc2ccc3ccccc3c2)nnc1SCC(N)=O | -0.4 | -1.1 | -15 | -0.1 | -4 | 0 | 0.3 | 4 | -1.8 | -0.9 | 0.4
CC(C)c1ccc(/C=N/NC(=O)C(=O)NCCCN2CCOCC2)cc1 | -0.3 | 2.0 | 1 | 0.2 | 3 | 0 | -0.7 | 5 | -1.0 | -0.6 | 2.5
O=C(NCc1ccccc1)C(c1ccc(C(F)(F)F)cc1)n1c(=O)c(-c2ccccc2)nc2ccccc21 (configuration not stated) | -1.3 | -0.6 | -1 | 0.1 | 14 | -5 | . | 2 | 1.2 | -1.0 | .
CCN(CC)c1ccc(/C=N/NC(=O)CCC(=O)NCc2ccccc2)c(O)c1 | -3.5 | -10.0 | -4 | -1.5 | 5 | -3 | -1.5 | 1 | -3.0 | -2.4 | -2.8

Printed as active in proKLK7 act (from the list above):
Structure,proKLK7 act,GC-B act,DAX1 inh-1,HGIII-sPLA2 inh,SMARCA2 activ,DAX1 inh-2,NPR1 activator,hcDAF12 agonist,ssDAF-12 act
CCc1ccc(/C=C2\Oc3c(ccc(O)c3CN3CCN(CCO)CC3)C2=O)cc1,28*,-2,0.6,-23,0,-0.7,6,-0.4,-1.5

Screening data (PubChem)
